# Screening data deposited in PubChem BioAssay by Sanford-Burnham Center for Chemical Genomics.
# VHR inh color: VHR1 phosphatase inhibitors, primary screen, biochemical, colorimetric, HTS; Dual specificity protein phosphatase 3 (Homo sapiens), P51452; recombinant VHR phosphatase, colorimetric substrate read-out; AID 1992, 2009; 50,000 compounds, 0.7% hits; inhibition, % at 20 µM; in the data active means inhibition above about 60%; further: some results filed as inactive read as strong as hits
# Target sequence (P51452 whole entry, looked up): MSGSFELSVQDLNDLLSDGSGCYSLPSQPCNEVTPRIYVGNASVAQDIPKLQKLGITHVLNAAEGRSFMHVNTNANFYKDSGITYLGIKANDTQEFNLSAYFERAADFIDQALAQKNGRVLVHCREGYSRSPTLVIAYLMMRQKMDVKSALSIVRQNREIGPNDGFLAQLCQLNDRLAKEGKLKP
# * hit, by the source's call.
SMILES,VHR inh color
O=C1CC(N2CCN(c3ccccc3)CC2)C(=O)N1c1ccc(F)cc1 (stereo not drawn),-13
O=C1c2ccccc2C(=O)N1CC(O)Cn1c2ccc(Cl)cc2c2cc(Cl)ccc21 (stereo not drawn),-22
Cc1ccc(C(=O)N/C(=C/c2ccc(-c3ccc(Cl)cc3Cl)o2)C(=O)NCCCO)cc1,-28
O=C(c1ccccc1Cl)N1CCN(c2ccc(Cl)cc2)CC1,0
COc1ccc([N+](=O)[O-])cc1-c1ccc(C=C2C(=O)c3ccccc3C2=O)o1,8
COc1ccc(C2NC(=O)NC(C)=C2C(C)=O)cc1 (stereo not drawn),-11
COc1ccc(/C=N/Nc2nnc3c(n2)[nH]c2ccc(C)cc23)cc1OC,-29
COC(=O)C1=C(O)/C(=C/c2ccc(N(C)C)cc2)N=C1C,-16
O=C(Nc1ccccc1)Nc1nnc(-c2ccccc2I)s1,-8
Cc1ccc(S(=O)(=O)Nc2ccccc2-c2ccccc2)cc1[N+](=O)[O-],-7
COc1ccc(N(CC(=O)Nc2ccc(Br)cc2)S(=O)(=O)c2ccc(C)cc2)c(OC)c1,-14
COc1ccc(-c2nc(-c3cc(OC)c(O)c(OC)c3)[nH]c2-c2ccc(OC)cc2)cc1,58
COc1ccc(-c2noc(-c3cccc([N+](=O)[O-])c3C)n2)cc1,-6
CN(C)c1ccc(/C=C2\SC(N3CCCC3)=NC2=O)cc1,20
CC1=CC(C)(C)Nc2ccc(OC(=O)COc3ccc4ccccc4c3)cc21,-10
COC(=O)C1=C(C)N(C)C(C)=C(C(=O)OC)C1c1ccc(F)c(Br)c1,-1
O=C(Nc1ccc(OC(F)(F)F)cc1)C(c1ccccc1)c1ccccc1,-28
COc1ccccc1CC(=O)N1CCN(c2cccc(Cl)c2)CC1,-34
COc1cc(OC)cc(C(=O)N2CCN(C(=O)C(c3ccccc3)c3ccccc3)CC2)c1,13
Cc1ccc(C(=O)Nc2ccc(NC(=O)c3ccccc3Cl)cc2)cc1[N+](=O)[O-],4
COc1ccc(CN2CCN(Cc3ccncc3)CC2)c(OC)c1OC,-2
NC1=NC(=O)/C(=C/c2cc(Cl)c(OCc3ccccc3)c(Cl)c2)S1,0
CN(C)c1ccc(/C=C\c2nc3ccccc3c(=O)n2-c2ccc(O)cc2)cc1,2
O=S(=O)(NN=Cc1cn(-c2ccccc2)nc1-c1ccco1)c1ccccc1,-16
CCC12c3ccccc3C(c3ccccc31)C1C(=O)N(c3cc(Cl)ccc3C)C(=O)C12 (stereo not drawn),-13

# 24 entries out of the list, sorted by molecular weight, lowest first:
SMILES,VHR inh color
COc1ccc(C2NC(=O)NC(C)=C2C(C)=O)cc1 (stereo not drawn),-11
COC(=O)C1=C(O)/C(=C/c2ccc(N(C)C)cc2)N=C1C,-16
CN(C)c1ccc(/C=C2\SC(N3CCCC3)=NC2=O)cc1,20
COc1ccc(-c2noc(-c3cccc([N+](=O)[O-])c3C)n2)cc1,-6
O=C(c1ccccc1Cl)N1CCN(c2ccc(Cl)cc2)CC1,0
COc1ccccc1CC(=O)N1CCN(c2cccc(Cl)c2)CC1,-34
COc1ccc(CN2CCN(Cc3ccncc3)CC2)c(OC)c1OC,-2
COc1ccc(/C=N/Nc2nnc3c(n2)[nH]c2ccc(C)cc23)cc1OC,-29
Cc1ccc(S(=O)(=O)Nc2ccccc2-c2ccccc2)cc1[N+](=O)[O-],-7
O=C(Nc1ccc(OC(F)(F)F)cc1)C(c1ccccc1)c1ccccc1,-28
CC1=CC(C)(C)Nc2ccc(OC(=O)COc3ccc4ccccc4c3)cc21,-10
COc1ccc([N+](=O)[O-])cc1-c1ccc(C=C2C(=O)c3ccccc3C2=O)o1,8
NC1=NC(=O)/C(=C/c2cc(Cl)c(OCc3ccccc3)c(Cl)c2)S1,0
CN(C)c1ccc(/C=C\c2nc3ccccc3c(=O)n2-c2ccc(O)cc2)cc1,2
O=S(=O)(NN=Cc1cn(-c2ccccc2)nc1-c1ccco1)c1ccccc1,-16
Cc1ccc(C(=O)Nc2ccc(NC(=O)c3ccccc3Cl)cc2)cc1[N+](=O)[O-],4
COC(=O)C1=C(C)N(C)C(C)=C(C(=O)OC)C1c1ccc(F)c(Br)c1,-1
O=C(Nc1ccccc1)Nc1nnc(-c2ccccc2I)s1,-8
CCC12c3ccccc3C(c3ccccc31)C1C(=O)N(c3cc(Cl)ccc3C)C(=O)C12 (stereo not drawn),-13
COc1ccc(-c2nc(-c3cc(OC)c(O)c(OC)c3)[nH]c2-c2ccc(OC)cc2)cc1,58
O=C1c2ccccc2C(=O)N1CC(O)Cn1c2ccc(Cl)cc2c2cc(Cl)ccc21 (stereo not drawn),-22
COc1cc(OC)cc(C(=O)N2CCN(C(=O)C(c3ccccc3)c3ccccc3)CC2)c1,13
Cc1ccc(C(=O)N/C(=C/c2ccc(-c3ccc(Cl)cc3Cl)o2)C(=O)NCCCO)cc1,-28
COc1ccc(N(CC(=O)Nc2ccc(Br)cc2)S(=O)(=O)c2ccc(C)cc2)c(OC)c1,-14

# Next part.
SMILES,VHR inh color
COc1ccc(S(=O)(=O)N(CC(=O)Nc2ccc(C(C)=O)cc2)c2cc(C)cc(C)c2)cc1OC,-10
O=C(CP(=O)(c1ccccc1)c1ccccc1)c1ccccc1,-18
Cc1ccccc1NCC(=O)N/N=C\c1ccccc1O,-4
Cc1cc(OCC(=O)OC(C)(C)C)c2c3c(c(=O)oc2c1)CCC3,-21
COC(=O)c1cc(NC(=O)c2ccc(-c3ccc([N+](=O)[O-])cc3)o2)cc(C(=O)OC)c1,-12
CCC(=O)Nc1nc(C)c(-c2csc(Nc3ccc(N(C)C)cc3)n2)s1,-3
CC[n+]1c(/C=C/c2ccc([N+](=O)[O-])cc2)sc2ccccc21,1
CCOC(=O)C1=C(C)NC(=S)NC1c1ccc(OC(F)F)cc1 (stereo not drawn),-30
CCOC(=O)CN1C(c2ccccc2O)Nc2ccc(Br)cc2C1c1ccccc1 (stereo not drawn),2
Oc1cccc(C=Nc2cccc(C(F)(F)F)c2)c1,-14
COc1cc2c(cc1NCc1cccc([N+](=O)[O-])c1)oc1ccccc12,7
CCc1c(C)nc2cc(-c3ccc(Cl)cc3)[nH]n2c1=O,5
O=C1NC(=O)N(c2ccccc2)C(=O)/C1=C/c1ccc(N2CCOCC2)o1,3
CCOC(=O)c1cnn2c(C)cc(-c3ccc(OC)cc3)nc12,-11
Cc1ccc(S(=O)(=O)N(Cc2ccco2)CC(O)Cn2c3ccccc3c3ccccc32)cc1 (stereo not drawn),-5
COc1ccc2nc(SC)nc(C)c2c1,-11
O=C1C=CC(=O)N1c1ccc(Cc2ccc(N3C(=O)C=CC3=O)c(Cl)c2)cc1Cl,50
CC(=O)Nc1ccc2oc(-c3cccc4c(Br)cccc34)nc2c1,-32
O=C(O)CN(c1ccccc1)S(=O)(=O)c1ccccc1[N+](=O)[O-],-5
CCOc1cccc(C(=O)Nc2cc(NC(=O)c3cccc(OCC)c3)cc(C(=O)O)c2)c1,-4
Cc1ccccc1OCCCNCC1CCCO1 (stereo not drawn),-23
COc1cc(C(=O)N2CCN(Cc3cccc(Oc4ccccc4)c3)CC2)cc(OC)c1OC,0
O=[N+]([O-])N=C1NC(OCc2ccccc2)C(OCc2ccccc2)N1 (stereo not drawn),5
Cc1ccc(/C=C2\SC(=S)N(NS(=O)(=O)c3ccc(C)cc3)C2=O)cc1,-11
COC(=O)C1=C(C)NC(=O)CC1c1c(F)cccc1Cl (stereo not drawn),-4

# The closing 2 entries of the section before open the next one:
SMILES,VHR inh color
Cc1ccc(/C=C2\SC(=S)N(NS(=O)(=O)c3ccc(C)cc3)C2=O)cc1,-11
COC(=O)C1=C(C)NC(=O)CC1c1c(F)cccc1Cl (stereo not drawn),-4
CCc1c(C)sc(NC(=O)c2cccc([N+](=O)[O-])c2)c1C(N)=O,-17
O=C(CCn1c2ccccc2c2ccccc21)N/N=C/c1ccccc1,-22
COc1ccc(NC(=O)C2C3CCC(C3=C(C)C)C2C(=O)O)cc1 (stereo not drawn),-12
CC(=O)C1=C(C)Nc2cc(C(F)(F)F)ccc2S1,58
CC(/C=N/N1C(=O)CSC1=S)=C\c1ccccc1,21
CCOc1ccc(NC(=O)/C=C/c2ccc(F)cc2)cc1,-9
COc1ccc(N=C2CC(C)(C)CC(O)=C2C(C)=O)cc1,-4
CCOc1ccc(N2C(=O)NC(=O)/C(=C\c3ccc(OCC)c(Cl)c3)C2=O)cc1,-9
COc1cc([N+](=O)[O-])ccc1NC(=O)c1cc(Cl)ccc1OC,-14
O=C(c1ccccc1)c1cc(Cl)ccc1N=Cc1ccc([N+](=O)[O-])s1,1
Cc1ccsc1/C=C1\SC(=N)N(c2ccc3c(c2)OCO3)C1=O,-30
O=C(NC(=S)Nc1ccc(I)cc1)c1ccco1,-2
O=C(Oc1ccc2c(=O)c(Oc3ccccc3Br)coc2c1)c1ccco1,-7
CC(C)(C)NC(=O)C(=O)NCc1ccc(Cl)cc1,-23
O=C(Nc1cccc(-c2nc3cc(Cl)ccc3o2)c1)c1ccc(Br)o1,12
COc1cccc(Nc2ccc3noc4c3c2C(=O)c2ccccc2-4)c1,-10
O=C(O)CN1C(=O)/C(=C\c2cccc(OC(=O)c3ccco3)c2)SC1=S,-6
O=C1C(=O)N(c2cccc(Cl)c2)C(c2cccc(F)c2)/C1=C(\O)c1ccccc1 (stereo not drawn),-2
CN(C)c1ccc(/C=N/N2C(=O)CSC2=S)cc1,-6
O=C1NC(=S)S/C1=C/c1ccccc1OS(=O)(=O)c1ccccc1[N+](=O)[O-],-17
CC(C)Oc1ccc(Cc2cnc(N)nc2N)cc1,-25
COCCCNC(=O)c1c(Cl)cccc1Cl,-66
Cc1ccc(N2CC(C(=O)Nc3ccccc3Br)CC2=O)cc1 (stereo not drawn),-12
Cc1c(NC(=O)/C=C/c2ccc(Cl)cc2)cccc1-c1nc2ncccc2o1,0
O=c1[nH]c(N/N=C/C2CC=CCC2)nnc1-c1ccccc1 (stereo not drawn),8
# The list goes on.
SMILES,VHR inh color
Cc1cc([N+](=O)[O-])ccc1NS(=O)(=O)c1cc(Cl)ccc1Cl,-3
CS(=O)(=O)N(Cc1ccccc1)c1ccc(C(=O)N2CCN(c3ccccc3)CC2)cc1,-2
COc1ccc(-c2cc(C(=O)N/N=C(\C)c3ccc([N+](=O)[O-])cc3)[nH]n2)cc1,-3
CC1=NNC(=O)C1CC(=O)N/N=C(/C)c1cccc([N+](=O)[O-])c1 (stereo not drawn),13
CCc1ccc(NC(=O)C(=O)NCC2CCCO2)cc1 (stereo not drawn),-15
Cc1ccc2nc(-c3ccc(NC(=O)COc4ccc([N+](=O)[O-])cc4)cc3)oc2c1,49
CCC/C(O)=C1/C(=O)CC(C)(C)CC1=NCCCCCCN=C1CC(C)(C)CC(=O)/C1=C(/O)CCC,-4
O=c1[nH]c2ccc(Cl)cc2c(-c2ccccc2)c1C1=NOC(c2ccccc2)C1 (stereo not drawn),-24
COc1ccc2nc(SCC(=O)Nc3ccc(Cl)cc3)[nH]c2c1,-2
COC(=O)c1c(NC(=O)Nc2ccc(Cl)c(Cl)c2)sc2c1CCC2,31
CN(C)c1ccc(C(=O)N2CCN(c3ccccc3)CC2)cc1,-8
O=C(O)C1(O[N+](=O)[O-])C2CC3CC(C2)CC1C3 (stereo not drawn),-4
O=C(NCc1ccc(F)cc1)c1ccc(Br)cc1,13
O=C1NN(c2ccccc2)C(=O)/C1=C/c1cccc(Cl)c1,30
CCCOc1ccc(C(=O)Nc2scc(-c3ccc(Cl)cc3)c2C(=O)OC)cc1,-18
COc1cccc(C(=O)N2CCN(Cc3ccccc3[N+](=O)[O-])CC2)c1OC,-9
Cc1cccc(C(=O)Nc2sc3c(c2C(=O)N2CCCCCC2)CCCCC3)c1,-24
CCOC(=O)CSc1nnc(-c2ccc(Br)cc2)o1,-4
N/C(Cc1cccc2ccccc12)=N\OC(=O)c1ccc(F)cc1,-16
O=C(NN1CCOCC1)c1ccc([N+](=O)[O-])cc1[N+](=O)[O-],-11
Brc1ccc(N2COc3ccc4ccccc4c3C2)cc1,-1
FC(F)(F)c1cccc(Nc2nc(-c3ccccc3)cs2)c1,-14
COc1cc(/C=C/[N+](=O)[O-])ccc1OC(C)=O,-21
CC(C)(C)c1cc(C(C)(C)C)cc(S(=O)(=O)CCc2ccncc2)c1,-3
O=C(O)CCCN1C(=O)C(=O)/C(=C(/O)c2ccccc2)C1c1ccccc1F (stereo not drawn),-6

# Some of the entries above, set out differently:
structure	VHR inh color
O=C1NN(c2ccccc2)C(=O)/C1=C/c1cccc(Cl)c1	30
CCCOc1ccc(C(=O)Nc2scc(-c3ccc(Cl)cc3)c2C(=O)OC)cc1	-18

# (more compounds)
SMILES,VHR inh color
COc1cccc(NC(=S)NC(NC(=O)c2ccc(Br)cc2)C(Cl)(Cl)Cl)c1 (stereo not drawn),11
COc1ccccc1CNCc1ccc([N+](=O)[O-])cc1,-4
O=C(c1ccccc1F)N1CCN(Cc2ccccc2Cl)CC1,7
CC1CCc2c(sc(NC(=O)c3ccccc3Br)c2C(=O)OC(C)C)C1 (stereo not drawn),-7
Cc1ccccc1OCC(=O)Nc1ccc(OC(F)(F)F)cc1,-8
O=C1C(=O)/C(=C/c2ccccc2)CCC/C1=C/c1ccccc1,-22
COc1ccc(/C=C2\SC(=S)N(c3cccc(C)c3C)C2=O)cc1OC,-8

# These rows are one share of the data (hit frequency here may not be typical).
